# FXN GAA850 act: activators of GAA850 frataxin (FXN) promoter; HEK293 lucGAA850 FXN promoter luciferase reporter, 24 h; percent of 10 µM SAHA response; activation, % at 6 µM; 360,000 compounds, 0.56% hits;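 active = activation above the average of all compounds screened plus 3 SD, cutoff fixed separately per campaign, cut at about 7.5% in these data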;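 note: 0% = DMSO wells and 100% = 10 µM SAHA wells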
# PG9 binder: small molecules binding HIV-1 gp120 antibody PG9; TR-FRET gp120-PG9 antibody binding; inhibition, % at 6.7 µM; 360,000 compounds, 0.43% hits; in the data active = inhibition above about 8.5%
# GC-A act: GC-A (human) enzyme activation; HEK293 GC-A cells, cGMP TR-FRET, EC30 ANP; 0% at EC30 ANP, 100% saturating ANP; AID 1671463; P16066; 370,000 compounds, 0.14% hits; activation, % at 10 µM; in the data active = activation above about 40%
# ADAM10 inh: ADAM10 inhibition, QFRET primary screen | recombinant ADAM10, EDANS/DABCYL FRET peptide cleavage, 3 h | inhibition, % at 7 µM | AID 720582 | 370,000 compounds, 0.62% hits | O14672;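 active = inhibition above a per-campaign cutoff equal to the mean of compounds falling between control-based bounds plus 3 SD, cut at about 20% in these data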;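 note: 0% = DMSO wells while the 100% control is not disclosed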
# Target sequence (O14672 214-748 limits assumed): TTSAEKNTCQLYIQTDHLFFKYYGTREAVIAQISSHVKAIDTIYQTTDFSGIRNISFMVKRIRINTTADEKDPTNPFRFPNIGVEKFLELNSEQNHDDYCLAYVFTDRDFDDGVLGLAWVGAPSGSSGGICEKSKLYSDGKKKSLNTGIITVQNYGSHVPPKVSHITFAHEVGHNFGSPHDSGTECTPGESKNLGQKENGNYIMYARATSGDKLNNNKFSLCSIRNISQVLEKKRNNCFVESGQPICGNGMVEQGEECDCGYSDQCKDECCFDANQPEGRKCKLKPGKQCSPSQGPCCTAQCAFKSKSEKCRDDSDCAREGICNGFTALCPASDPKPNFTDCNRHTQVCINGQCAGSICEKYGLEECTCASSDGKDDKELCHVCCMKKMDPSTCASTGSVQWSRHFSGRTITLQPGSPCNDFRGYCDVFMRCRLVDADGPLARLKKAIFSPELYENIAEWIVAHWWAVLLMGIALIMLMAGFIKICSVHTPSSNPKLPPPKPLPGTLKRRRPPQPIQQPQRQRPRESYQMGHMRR
# SMARCA2 act: activators of SMARCA2 function | activation, % at 9.1 µM | 370,000 compounds, 1% hits | MG213 cells, MMTV-luciferase reporter, dexamethasone, overnight | AID 652017; in the data active = activation above about 7.8%;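 note: 0% = vehicle wells and 100% = reference activator wells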
# hcDAF-12 act: activators of H. contortus DAF-12 nuclear receptor | HEK293 hcDAF-12 lit1-tk-luc reporter, luminescence; 0% DMSO, 100% Δ7-dafachronic acid | activation, % at 6.8 µM | 370,000 compounds, 1.4% hits;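 active = activation above the mean of all tested compounds plus 3 SD, cut at about 5.5% in these data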;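 note: 100% = response to 3 µM Δ7-dafachronic acid high control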
# hgDAF12 agonist: hgDAF-12 agonism, primary luciferase screen; HEK293 GAL4-hgDAF12 UAS-luciferase reporter, agonist luminescence; normalized to butyrate control; activation, % at 6.8 µM; 370,000 compounds, 1.8% hits; AID 687014;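 active = activation above a cutoff set at the mean of all screened compounds plus 3 SD, cut at about 10% in these data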;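 note: 0% = DMSO wells and 100% = sodium butyrate wells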
# DAX1 inh-1: inhibitors of DAX1 repression of SF-1 activated StAR promoter; AID 652010; HEK293T StAR-luciferase reporter, SF-1/DAX-1 repression relief; 370,000 compounds, 1.1% hits; inhibition, % at 6.8 µM;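 active = inhibition above the mean over all tested compounds plus 3 SD, cut at about 3.6% in these data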;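 note: 0% = DAX-1 cells with DMSO and 100% = cells lacking DAX-1 with DMSO; higher inhibition means more luminescence from relief of DAX-1 repression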
# DAX1 inh-2: inhibits human nuclear receptor DAX1; P51843; HEK293 Gal4-DAX1 luciferase reporter, luminescence; inhibition, % at 6.75 µM; 340,000 compounds, 0.99% hits; AID 504766;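 active = inhibition above the mean over all tested compounds plus 3 SD, cut at about 4.2% in these data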;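 note: 0% = DAX1-transfected cells with DMSO and 100% = empty-vector control cells with DMSO; inhibition shows as a rise in luminescence from relieved DAX1 repression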
# Target sequence (P51843 207-470 limits assumed): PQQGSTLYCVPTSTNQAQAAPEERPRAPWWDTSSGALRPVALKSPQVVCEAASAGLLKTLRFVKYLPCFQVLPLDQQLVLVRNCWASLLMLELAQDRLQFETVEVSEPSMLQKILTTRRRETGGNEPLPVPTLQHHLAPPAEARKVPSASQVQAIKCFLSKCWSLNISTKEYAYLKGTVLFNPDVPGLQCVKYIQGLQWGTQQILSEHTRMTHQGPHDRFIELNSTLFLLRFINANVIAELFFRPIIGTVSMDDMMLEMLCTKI
# ADAM17 inh: ADAM17 inhibition, QFRET primary screen; recombinant ADAM17, EDANS/DABCYL FRET peptide cleavage; inhibition, % at 6.95 µM; 370,000 compounds, 0.83% hits; AID 720648;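 active = inhibition above the mean of compounds lying between control limits plus 3 SD, set per campaign, cut at about 8.5% in these data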;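 note: 0% = DMSO-only wells as the low control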
# ssDAF-12 act: S. stercoralis DAF-12 activation, primary screen; HEK293 ssDAF-12/GRIP1 lit1-tk-luc reporter, luminescence; % of 3 µM dafachronic acid response; AID 652126; activation, % at 6.8 µM; 370,000 compounds, 1% hits;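 active = activation above the mean over all tested compounds plus 3 SD, cut at about 0.9% in these data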;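 note: 0% = DMSO-only wells and 100% = 3 µM delta7-dafachronic acid wells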
# Active calls of the source: *; i = inactive; . = no result given.
SMILES,FXN GAA850 act,PG9 binder,GC-A act,ADAM10 inh,SMARCA2 act,hcDAF-12 act,hgDAF12 agonist,DAX1 inh-1,DAX1 inh-2,ADAM17 inh,ssDAF-12 act
COc1ccc(-c2noc(N3CCC(C(=O)NCCCN4CC(C)CC(C)C4)CC3)n2)cc1 (configuration not stated),-1.0,-0.8,-8,11,0,-2.6,0.6,-1.6,0.8,-3,-1.0
C/C(=N/OC(=O)c1ccc(C)cc1)c1ccc(N2C(=O)C3CCCCC3C2=O)cc1 (configuration not stated),0.1,-2.5,3,0,3,0.3,0.1,0.0,-0.2,-2,-0.9
CCC[N+]1(CC#CCC(c2ccccc2)c2ccccc2)CCCCC1,-0.7,2.5,4,-6,-6,-5.2,-8.4,-1.6,-2.9,-3,-1.7
CCCCNC(=O)Nc1ccon1,-1.1,1.8,3,-3,-8,-1.2,0.9,0.1,0.1,-1,-0.7
N#Cc1ccccc1Sc1ccccc1C(=O)OCC(=O)NC1CCCCC1,2.8,33*,-6,-8,-4,0.4,-1.7,-0.6,0.6,-5,-1.6
CSC1=NCCN1C(=O)Cc1cccc2ccccc12,1.6,-1.0,1,-8,-5,-1.5,-0.7,-0.1,2.9,-7,-0.8
C=CC[C@]12CCc3sccc3C1N(c1ccc(C(=O)OCC)cc1)C2=O (some centres not stated),-1.3,0.5,-2,3,-1,-1.1,-0.8,-0.9,0.5,2,-1.8
NNc1ccc(Cl)c(C(=O)O)c1,8.7*,-0.3,-2,-3,0,0.5,-1.5,0.1,3.5,-6,-1.2
O=C(Cc1ccccc1)Nc1cccc(NC(=O)c2ccccc2)c1,0.4,-0.2,3,3,-2,-1.9,-3.8,0.1,-3.1,-2,-1.7
Cn1c(-c2ccccc2)nc2cnccc21,0.5,2.6,-2,-7,-1,-1.1,2.0,-0.2,0.4,-3,-0.4
COc1ccccc1N1CCN(C(=O)C2CCC(CNS(=O)(=O)c3ccc(NC(C)=O)cc3)CC2)CC1 (configuration not stated),-0.9,-2.4,-2,5,2,-0.3,-1.0,-0.4,-0.6,3,-1.3
Clc1ccc(Cl)c(OCCN2CCOCC2)c1,1.7,2.9,1,-4,-3,-1.1,2.4,-0.7,0.1,-6,-0.9
CCCc1nc2c3ccccc3ccn2c1Cc1ccc(OC)cc1C,.,-1.6,-10,-98,1,2.6,1.3,0.5,.,-31,1.0*
Cc1ccc(S(=O)(=O)NCC(c2cccnc2)N2CCOCC2)cc1 (configuration not stated),1.1,-1.1,-1,1,-2,-2.4,0.0,0.2,-1.0,-2,-1.3
CCCN(Cc1ccccc1)C(=S)Nc1cccc(C)c1C,0.5,-2.0,-4,3,1,0.0,0.7,0.1,1.5,2,-1.4
C[C@H](O)[C@@H]1C(=O)N2CCc3c([nH]c4c(-c5ccccc5)cccc34)[C@@H]2C[C@@H]1N(C)C(=O)Nc1cccc2ccccc12,.,-0.8,-6,-343,-1,1.6,-3.3,-0.2,.,-88,-0.5
CCN(CC)CCCNC(=S)N(CCCO)Cc1cc2cc3c(cc2[nH]c1=O)OCO3,2.5,-1.6,5,-132,2,2.8,10,0.4,-0.2,-48,-0.4
COC(=O)c1ccc(CNC(=O)COc2ccccc2Br)o1,1.9,-0.4,2,1,-1,2.3,-0.7,-0.4,-1.6,-7,-1.0
COc1cc(C(C)=O)ccc1OCC(=O)Nc1cc(S(=O)(=O)N2CCOCC2)ccc1N1CCCC1,-0.3,0.1,-1,-8,-1,-1.3,1.8,-0.3,0.3,2,-0.4
COc1ccc(NC(=O)COC(=O)C2CCN(C(=O)c3ccc(Cl)cc3)CC2)c([N+](=O)[O-])c1,-0.6,0.1,17,1,7,-0.8,0.1,0.3,0.2,-3,-0.3
O=C(Cn1cc[n+](CC(=O)c2ccc(Cl)cc2Cl)c1)c1ccc(Cl)cc1Cl,-0.1,1.7,-5,4,-1,-0.4,0.8,0.1,.,2,-0.9
CCn1cnc2cc(NS(=O)(=O)c3ccc(C)cc3)ccc21,0.0,0.3,6,2,-1,-3.1,-0.3,-1.0,0.4,0,-2.1
O=C(Nc1ccccc1C(=O)N1CCCC1)C1CCN(c2ncccn2)CC1,1.9,-1.1,3,-24,-2,0.2,-0.7,-0.4,-0.5,-12,-1.4
COC(=O)CCSC(=S)N1CCOCC1,-0.4,0.6,3,-12,-5,-1.3,-1.9,-0.8,0.5,-5,-0.6
Cc1cc(C(=O)N/N=C2\CCCC(=O)C2)c(C)n1-c1ccccc1,1.2,-0.5,0,-36,-2,-0.8,-0.2,1.7,1.9,-15,-1.0
O=C(c1ccccc1)c1nn(-c2ccccc2)c2nnc(Cc3ccccc3)c(=O)n12,-4.5,0.1,-4,2,-1,-0.6,-0.9,0.4,-0.6,-3,-0.9
COc1ccc(CN(C(=O)COc2ccccc2)c2ccccc2C(=O)O)cc1,0.1,0.5,-1,-1,-3,-1.2,3.6,-0.3,2.8,-10,-1.9
CCN(CC)C(=O)c1cc(-c2ccc(Br)cc2)on1,8.0*,1.4,7,4,4,0.9,11*,2.2,2.2,-5,0.9*
COc1ccc2occ(C(=O)c3ccc(N=C(C)N(C)C)cc3)c2c1,1.2,1.7,-4,-1,1,-0.3,1.8,0.8,-1.1,1,-0.9
O=C(N/N=C/c1ccco1)C1(O)c2ccccc2-c2ccccc21,0.0,-4.9,4,0,-5,0.3,-0.6,-0.2,.,1,-0.8
CCCC(=O)N1CCC1(C)C(=O)NS(=O)(=O)c1ccc(Cl)cc1 (configuration not stated),-0.7,1.7,5,8,-2,-1.9,2.6,0.2,.,-2,-0.8
CC(=O)Nc1cc(C(F)(F)F)ccc1OCC1CCCO1 (configuration not stated),-1.1,-2.4,5,-2,1,0.3,3.5,-0.1,-0.1,-7,-0.6
CCOC(=O)N1CCC(N2Cc3cccc(C(=O)N4CC(C)CC(C)C4)c3C2=O)CC1 (configuration not stated),0.4,-2.0,-1,4,2,-0.2,0.6,0.3,1.4,0,-1.6
Cc1cc(-c2nc3ncccc3o2)ccc1NC(=S)NC(=O)C(C)C,-2.1,-16,-6,-43,-1,-1.4,-3.0,1.0,0.0,-8,-1.9
O=C(Nc1ccccc1Cl)NC1(C(=O)N2CCOCC2)CCCCC1,3.2,-0.9,2,1,-2,-0.2,3.1,0.0,-0.6,-2,-1.6
C/C(=N\NC(=O)Cn1c(-c2ccccn2)nc2ccccc21)c1cccc(O)c1,-0.2,-1.4,-3,-4,-2,0.1,1.6,0.0,1.4,-4,-0.7
CS(=O)(=O)c1ccc(NCC2CCCO2)c([N+](=O)[O-])c1 (configuration not stated),0.9,0.0,3,4,-1,-1.6,0.3,0.1,1.3,1,-1.0
O=C1C2C3C=CC(C3)C2C(=O)N1c1ncc([N+](=O)[O-])s1 (configuration not stated),1.4,-1.1,2,-11,-1,-1.9,-0.4,0.5,1.0,-4,-0.7
O=C(CN(C(=O)c1ccc(Cl)cc1)N1C(=O)C2CCCCC2C1=O)c1ccc(Cl)cc1 (configuration not stated),-0.6,0.5,2,4,-2,-1.9,-0.1,0.7,-0.5,-2,-1.9
CCCCNC(=S)N/N=C/c1cc(C)ccc1C,-0.6,-1.6,0,20*,-1,-3.1,-0.7,-1.1,-1.2,6,-1.5
COc1cc(C(c2c(NC(=O)c3ccco3)sc(C)c2C)N2CCOCC2)cc(OC)c1OC (configuration not stated),-3.5,1.4,-9,-3,-2,-1.2,-3.5,-2.1,0.2,0,-0.8
N=c1sccn1CC(=O)NCCc1ccc(Cl)cc1Cl,-1.4,0.2,-5,0,-3,1.5,-0.4,-0.3,2.6,3,-1.3
CC(NC(=O)COc1ccc(-c2nnco2)cc1)c1ccc(Cl)cc1Cl (configuration not stated),0.1,-1.4,-3,5,-2,-2.3,-0.8,-0.4,-1.3,4,-2.1
CN(C)c1ccc(-c2nnn(CC(=O)N3c4ccccc4CCc4ccccc43)n2)cc1,-3.7,-1.4,-4,-5,-1,0.1,0.0,0.3,-0.8,-3,-0.5
COC(=O)N(C)C[C@H]1OCc2cn(nn2)CCCC(=O)N([C@H](C)CO)C[C@@H]1C,.,-0.6,0,5,1,0.7,3.2,-0.5,.,0,-0.2
Cc1nc2c(ncn2-c2ccccc2)c(=O)n1NC(=O)CN1CCCCC1,-1.9,-3.4,3,i,-4,0.2,2.6,0.0,4.5*,1,-2.4
O=C(NN=Cc1c(F)c(F)c(F)c(F)c1F)c1ccc(NS(=O)(=O)c2cccs2)cc1,-1.0,0.4,-3,-9,-4,-1.2,0.6,-1.3,-0.8,-2,-1.4
O=C(CCCc1ccccc1)NCCS(=O)(=O)N1CCN(c2ccc(F)cc2)CC1,1.4,1.8,3,2,-1,-2.2,-0.1,-2.3,-1.6,2,-1.2
COc1ccccc1NC(=O)C(=O)NCCC1CCCCN1S(=O)(=O)c1ccccc1 (configuration not stated),0.0,0.9,0,3,1,-0.9,0.7,-2.1,-0.4,-2,-1.3
O=S(=O)(c1ccc(F)cc1)N1CCCC(c2nc(-c3ccc(F)cc3)no2)C1 (configuration not stated),0.1,-0.2,2,8,-1,-2.6,-0.7,-0.7,-0.7,4,-1.5
CCNC(=S)N1CCC(Cc2ccccc2)CC1,-1.5,-1.9,2,6,-1,0.5,1.4,-0.7,-0.1,-4,-0.8
COC(=O)CCCC1=CC2=C(c3ccccc3)C(=O)C(C)(OC(=O)C3CCCC3)C(=O)C2=CN1CC(C)C (configuration not stated),-4.1,-1.6,-5,-2,0,-5.3,3.1,0.1,0.2,-5,-0.6
COc1cccc(-c2cnc3cccnn23)c1,5.2,0.0,3,i,4,-1.1,12*,2.0,.,-351,-1.0
CCCCOc1cccc(C2/C(=C(\O)c3ccc4c(c3)OCCO4)C(=O)C(=O)N2CCN2CCOCC2)c1 (configuration not stated),1.7,10*,9,0,0,2.9,2.5,1.5,0.2,-1,-0.8
CCCN(CC(=O)Nc1ccccc1C)C(=O)c1ccc(COc2ccccc2)cc1,-0.7,-0.5,-2,-8,-2,1.0,1.0,-2.0,-0.9,-1,-1.3
Nc1nc(CSc2nnnn2-c2ccc(Cl)cc2)nc(N2CCOCC2)n1,-1.8,2.9,-1,8,1,-1.5,-0.3,-0.6,-0.9,1,-0.5
COc1cccc(C(CC(=O)O)NS(=O)(=O)c2ccc3c(c2)N(C(C)=O)CC(C)O3)c1 (configuration not stated),0.8,0.3,1,6,-2,-1.4,0.4,0.5,0.0,-7,-0.7
Cc1ccc(-c2csc(N/N=C/c3ccco3)n2)cc1,2.2,-4.1,8,3,5,0.6,3.6,1.0,0.4,-1,-0.6
COc1ccc(-n2c(N)cc(=O)nc2SCC(=O)N2CCN(c3ccccc3)CC2)cc1,-2.5,1.2,-1,-8,-2,0.9,1.1,0.9,0.2,0,-1.4

# Assay outcomes from PubChem BioAssay.
